Source: PubChem (several laboratories)
Lipid droplet – inhibitors of hepatocyte lipid droplet formation, primary screen, imaging, high-throughput imaging, BODIPY stain. actives 0.4% (n = 240,000). AML12 mouse hepatocytes, oleate lipid droplets. inhibition, % at 6.5 µM. AID 1656, 2009;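 active means lipid droplet intensity inhibited by at least 50%, with more than 500 cells counted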
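Assay system: AML12 hepatocytes (mouse) / Also added: 100 µM oleic acid challenge / Times: overnight treatment with compound plus oleate / Detection: high-content imaging of BODIPY-stained droplets and DAPI nuclei / Evaluation: % inhibition of lipid droplet signal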
UTI89 phage lysis – inhibition of K1F phage lysis, E. coli UTI89, bacterial capsule biogenesis inhibitors, alamar blue (AID 488966); E. coli UTI89 K1F phage lysis, alamar blue, 2 h; higher % means a stronger effect; one-dose inhibition, % at 100 µM; IC50 in µM for titrated hits; actives 0.02% (n = 340,000);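 active means phage lysis inhibition, versus mean bacterial control, above a set limit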;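 further: capsule biogenesis inhibitors block K1F phage lysis so surviving cells raise fluorescence; higher fluorescence means more inhibition of phage lysis; actives were called in the ten point dose series up to 300 µM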
SIAH1 antagonists – Siah-1 peptide-binding antagonists, primary screen, biochemical, fluorescence polarization, rhodamine-plectin, uHTS (AID 1817); E3 ubiquitin-protein ligase SIAH1 (Homo sapiens); actives 0.02% (n = 290,000); one-dose displacement, % at 20 µM; IC50 in µM for titrated hits; Siah-1 / rhodamine-plectin peptide fluorescence polarization; higher % means a stronger effect;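 active means displacement of at least 50% at 20 µM, with a fluorescence ratio check between 0.3 and a set limit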;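 further: plate controls were Siah plus tracer with DMSO for no effect and tracer alone without Siah for full effect; strong numbers were not always called active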
Lipid droplet cells 6.5 µM – recorded beside Lipid droplet, whose call it bears; cell count; measured here: cell count, cytotoxicity flag;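 cells counted across two imaged fields per well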
An asterisk follows results filed as active; [ ] = another dose, or the depositor's remark. Only part of the results is shown; the hit share may differ from the screen's.

Each structure is followed by: SIAH1 antagonists	Lipid droplet cells 6.5 µM	Lipid droplet	UTI89 phage lysis
- COc1cc(NC(=O)c2cc(OC)c(OC)c(OC)c2)cc(-n2cnnn2)c1
  -1%	837	10	-0.1%
- Cc1nn(Cc2noc(C(=O)NCc3ccc4c(c3)OCO4)n2)c(C)c1Br
  -1%	717	-43	-1.2%
- Cc1ccc(CCNC(=O)Cn2ncc3c([nH]c4ccccc43)c2=O)cc1
  -1%	742	27	0.1%
- O=C(CCc1c[nH]c2ccccc12)N1CCCC1
  -2%	760	2	0.0%
- Cc1ccc(S(=O)(=O)NC(C)C(=O)N2CCOCCOCCOCCOCC2)cc1 (stereo not given)
  -5%	787	-2	0.2%
- COc1cccc(Nc2nc(C)nc3c2oc2ccccc23)c1
  6%	411	2	1.1%[50 µM]
- COC(=O)CCCNC(=O)c1ccc2nc(Cc3ccc(OC)cc3)oc2c1
  8%	817	-2	0.1%
- COc1cc(C(=O)NCc2ccc3c(c2)OCO3)c([N+](=O)[O-])cc1OC
  8%	849	10	0.1%
- Cc1nn(CCCC(=O)NCc2ccco2)c(=O)c2nn(-c3ccccc3)c(C)c12
  2%	700	-5	0.1%
- COC(=O)Cn1c(CN2CCOCC2)nc2c1c(=O)n(C)c(=O)n2C
  3%	716	0	6.6%
- COc1ccc(CNC(=O)C2CCCN(S(=O)(=O)N3CC(C)CC(C)C3)C2)c(OC)c1 (stereo not given)
  0%	716	-1	0.0%
- C[C@H](NC(=O)C1CC(=O)N(c2ccc3c(c2)OCCO3)C1)C(=O)NCc1ccco1 (stereo not given in full)
  11%	699	-23	0.0%
- N#Cc1ccc(C(=O)NCC2CCCCC2)cc1
  11%	834	5	-0.1%
- COc1ccc2oc(=O)cc(CN(C)Cc3ccccc3)c2c1
  6%	831	8	-0.9%
- COc1ccc(Nc2ncnc3ccc(Br)cc23)c(OC)c1
  1%	871	4	0.1%
- O=C(Nc1cc(S(=O)(=O)N2CCCCC2)ccc1Cl)C1=NN(c2ccccc2)C(=O)CC1
  7%	736	-6	0.1%
- Cn1c(SCC(=O)Nc2ccc(N3CCOCC3)cc2)nnc1-c1ccco1
  -3%	838	8	0.6%
- CCOc1ccc(NC(=O)CC2C(=O)N(c3ccc(OCC)cc3)C(=S)N2C2CC2)cc1 (stereo not given)
  0%	745	-11	1.4%[50 µM]
- CC(C)c1nc(C(N)=O)c2[nH]c(=O)n(-c3ccc(F)cc3)c2n1
  -4%	594	-33	-0.4%
- COc1ccc(/C=N/n2c(-c3ccccc3)n[nH]c2=S)cc1
  6%	795	3	1.2%

Some of the entries above in another layout:
COc1ccc(CNC(=O)C2CCCN(S(=O)(=O)N3CC(C)CC(C)C3)C2)c(OC)c1 (stereo not given)
  SIAH1 antagonists: 0%; Lipid droplet cells 6.5 µM: 716; Lipid droplet: -1; UTI89 phage lysis: 0.0%
C[C@H](NC(=O)C1CC(=O)N(c2ccc3c(c2)OCCO3)C1)C(=O)NCc1ccco1 (stereo not given in full)
  SIAH1 antagonists: 11%; Lipid droplet cells 6.5 µM: 699; Lipid droplet: -23; UTI89 phage lysis: 0.0%
N#Cc1ccc(C(=O)NCC2CCCCC2)cc1
  SIAH1 antagonists: 11%; Lipid droplet cells 6.5 µM: 834; Lipid droplet: 5; UTI89 phage lysis: -0.1%

New compounds follow
Each structure is followed by: SIAH1 antagonists	Lipid droplet cells 6.5 µM	Lipid droplet	UTI89 phage lysis
- CN1C(=O)c2cccc3c(S(=O)(=O)Nc4ccc(O)c(C(=O)O)c4)ccc1c23
  -1%	797	-1	0.3%
- CCN1CCN(c2ccc(S(=O)(=O)N3CCCCC3)cc2NC(=O)COc2ccc(F)cc2Cl)CC1
  17%	810	-11	0.5%
- Cc1ccc(S(=O)(=O)N2CCOCC2)cc1C(=O)NCC1CCCO1 (stereo not given)
  -5%	734	11	1.1%
- Cc1ccc(C)c(NC(=O)C(CC(=O)O)C2CCCO2)c1 (stereo not given)
  -4%	757	-21	-1.2%
- COc1cccc(CN(C)C(=O)c2cc(COc3ccc(-n4cncn4)cc3)on2)c1
  1%	713	1	-0.2%
- O=C(Nc1ccc(OC(F)F)cc1)c1cc[n+]([O-])cc1
  3%	749	12	0.7%
- O=C(CNC(=O)c1ccco1)NCC(=O)OCc1ccccc1Cl
  2%	789	-4	0.5%
- COc1cccc(/C=N/NC(=O)CC(C)O)c1OC/C=C/c1ccccc1 (stereo not given)
  -4%	855	5	0.1%
- CCc1nnc(NS(=O)(=O)c2ccc(NC(=O)Nc3ccc(OC)cc3)cc2)s1
  -2%	774	4	-0.6%
- CC(=O)c1c[nH]c(C(=O)NCc2cccc(C(F)(F)F)c2)c1
  -2%	850	3	0.1%
- Cc1ccc2cc(C#N)c(N3CCCN(C(=O)c4cnccn4)CC3)nc2c1
  2%	807	-1	-0.5%
- CCC1CCCCN1CC(O)COCc1cccc(OC)c1 (stereo not given)
  4%	765	-6	0.1%
- O=C(c1ccco1)N1CCN(C(=O)c2cc(-c3ccccc3F)no2)CC1
  7%	663	4	0.2%
- Cc1ccc(C)c(OCc2cc(C(=O)N3CCNC(=O)C3)no2)c1
  -5%	735	-3	0.0%
- COc1ccc(CC(=O)NNC(=O)c2ccco2)cc1
  -1%	836	4	0.2%
- C=CCNC(=O)c1cn(CC)c2cc(N3CCN(C(=O)c4ccco4)CC3)c(F)cc2c1=O
  7%	643	-2	0.6%
- COCCCn1c(C(=O)NC2CCCCC2C)cc2c(=O)n3cccc(C)c3nc21 (stereo not given)
  7%	634	10	0.5%
- Cc1ccc(S(=O)(=O)c2cc3c(=O)n4cccc(C)c4nc3n(C3CCCCC3)c2=N)cc1
  2%	833	23	0.7%
- COc1ccccc1Cc1nnc(NC(=O)C2CCN(C(=O)c3ccco3)CC2)s1
  -4%	832	2	0.1%
- CN(C)CCCNc1nc(-c2ccc(Cl)cc2)nc2ccccc12
  -2%	747	-18	0.6%

(further entries)
Each structure is followed by: SIAH1 antagonists	Lipid droplet cells 6.5 µM	Lipid droplet	UTI89 phage lysis
- CCN(CC)CCCN(C(=O)c1ccco1)c1nc(-c2ccc(Cl)cc2)cs1
  -5%	762	-13	0.4%
- O=C(NC1CCCc2c1cnn2-c1cc(F)cc(F)c1)c1ccncc1 (stereo not given)
  -4%	743	12	2.5%
- CCOc1cc2c(cc1OCC)C(c1ccc(C(=O)O)cc1)NCC2 (stereo not given)
  0%	840	-18	0.0%
- COc1ccc(C2=NS(=O)(=O)N(C)C(C(=O)NCc3ccccn3)=C2)cc1OC
  2%	794	-5	-3.7%
- COc1cc(NC(=O)CSc2nnc(-c3ccncc3)o2)cc(OC)c1OC
  1%	650	-8	-0.2%
- NNS(=O)(=O)c1ccc2c(c1)Cc1cc(S(=O)(=O)NN)ccc1-2
  -1%	831	10	0.4%
- Cc1ccc(C(=O)NCCc2ccccc2)cc1
  16%	766	2	-0.1%
- CCOc1ccc(C(=O)NCC(=O)NCC2CCCCC2)cc1OCC
  11%	804	12	1.1%
- O=C(Cn1c(C(=O)OCCO)cc2ccccc21)c1ccccc1
  8%	753	-6	-1.9%
- O=C(NCCNC(=O)c1ccc(-c2ccc(Cl)c(Cl)c2)o1)c1cnccn1
  1%	730	16	-0.3%
- CCn1c(=O)c2c(nc3n2CCCN3CCc2ccc(OC)c(OC)c2)n(C)c1=O
  -2%	805	-26	-1.4%[50 µM]
- C=C1CC2C(CCC3(C)C2CCC3(O)C(C)=O)C2(C)CCC(=O)C=C12 (stereo not given)
  -4%	853	2	0.3%
- CCOc1ccc(CCNC(=O)CCC(=O)N2CCOc3ccc(C)cc32)cc1OCC
  -6%	757*	80*	-0.6%
- O=S(=O)(c1ccccc1)c1nc(-c2ccco2)oc1N1CCCCC1
  -4%	722	-1	0.0%
- COc1ccc(S(=O)(=O)N2CCC(C(=O)NC3CCCC3)CC2)cc1C
  3%	788	-12	0.1%
- COc1ccc(/C=N/NC(=O)c2ccc(N3CCCC3=O)cc2)cc1
  1%	820	-6	0.4%
- Cc1nn(Cc2noc(C(=O)NC3CCC(C)CC3)n2)c(C)c1Br (stereo not given)
  -3%	739	-6	0.4%
- NC(=Nc1ccc(Br)cc1)c1ccccc1
  -2%	800	-7	0.8%
- Cc1ccc2[nH]c(=O)c(CN(CC3CCCO3)C(=O)c3cccs3)cc2c1 (stereo not given)
  5%	802	-1	0.0%
- CC(c1ccccc1)N1C(=O)c2ccc(C(=O)Nc3ccc(Br)cc3C(=O)O)cc2C1=O (stereo not given)
  29%	718	-2	0.0%[50 µM]

Continued:
Each structure is followed by: SIAH1 antagonists	Lipid droplet cells 6.5 µM	Lipid droplet	UTI89 phage lysis
- O=C(NNS(=O)(=O)c1ccc([N+](=O)[O-])cc1)C1CCCCC1
  -3%	629	-8	0.2%
- Cc1cc(N2C(=O)Cc3ccccc3C2=O)ccc1C(C)C
  3%	779	-11	0.5%
- CCCCCCCCCCOC(=O)Cn1c(COc2ccccc2)[n+](C)c2ccccc21
  -3%	691	-112	-0.7%
- C=CCN(C(=O)c1ccc2c(c1)nnn2C)c1ccccc1
  10%	784	15	0.0%
- COCCn1c(SCC(=O)NC2CCCCC2)nnc1-c1ccco1
  12%	820	-1	0.0%
- Cc1cccc(NC(=O)CN2C(=O)/C(=C3\SC(=S)N(CC4CCCO4)C3=O)c3ccccc32)c1 (stereo not given)
  1%	758	4	0.3%
- COc1ccccc1NC(=O)c1c([N+](=O)[O-])cnn1C
  -2%	849	13	-1.6%
- O=C(CNC(=O)c1ccc(Br)cc1)NC1=NCCS1
  -6%	804	12	0.2%
- COc1cc(/C=C/C(=O)NC2CCCCC2)cc(OC)c1OC
  3%	824	8	0.0%
- Cc1c(C)c2cc3c(C)coc3cc2oc1=O
  0%	797	-4	0.0%
- CC(C)(C)C(=O)Nc1nnc(SCC(=O)NC2CCCC2)s1
  -3%	790	-6	0.4%
- O=C(O)C1CCC(N2C(=O)c3cccc([N+](=O)[O-])c3C2=O)CC1 (stereo not given)
  4%	818	-5	-1.1%
- COc1ccccc1NS(=O)(=O)c1ccc2oc(=O)ccc2c1
  1%	816	-1	0.2%
- CCCCS(=O)(=O)N1CCC(C(=O)Oc2ccccc2OC)CC1
  2%	811	-11	0.7%
- CCC(C(=O)NCCc1ccc(OC)cc1OC)n1nc(C)n2c(cc3occc32)c1=O (stereo not given)
  4%	663	-23	0.3%
- COc1ccccc1C(=O)Nc1nnc(-c2ccccc2)s1
  1%	803	7	0.5%
- CC(=O)c1cc2c(ccc3ccccc32)oc1=O
  15%	806	-4	1.3%
- O=c1[nH]c(COc2ccc(Br)cc2Cl)nc2ccccc12
  4%	594	-3	-0.1%
- CC1CCCCC12NC(=O)N(CC(=O)Nc1cccnc1Cl)C2=O (stereo not given)
  -2%	652	6	0.4%
- O=C(Nc1ccc(S(=O)(=O)NC2=NCCCCC2)cc1)C1COc2ccccc2O1 (stereo not given)
  18%	621	17	1.5%[50 µM]

Structures listed so far containing a nitro group on carbon:
Each structure is followed by: SIAH1 antagonists	Lipid droplet cells 6.5 µM	Lipid droplet	UTI89 phage lysis
- COc1cc(C(=O)NCc2ccc3c(c2)OCO3)c([N+](=O)[O-])cc1OC
  8%	849	10	0.1%
- O=C(NNS(=O)(=O)c1ccc([N+](=O)[O-])cc1)C1CCCCC1
  -3%	629	-8	0.2%
- COc1ccccc1NC(=O)c1c([N+](=O)[O-])cnn1C
  -2%	849	13	-1.6%
- O=C(O)C1CCC(N2C(=O)c3cccc([N+](=O)[O-])c3C2=O)CC1 (stereo not given)
  4%	818	-5	-1.1%

More results follow:
Each structure is followed by: SIAH1 antagonists	Lipid droplet cells 6.5 µM	Lipid droplet	UTI89 phage lysis
- O=C(O)CCCCCCCCc1cn(CN2C(=O)c3ccccc3C2=O)nn1
  -3%	839	5	1.7%
- Cc1ccnc(SC2CC(=O)N(c3ccc([N+](=O)[O-])cc3)C2=O)n1 (stereo not given)
  13%	792	4	-0.3%
- Cc1ccc(CNC(=O)C2CCCN2S(=O)(=O)c2ccc3c(c2)C(C)(C)C(=O)N3C)cc1 (stereo not given)
  5%	719	26	1.2%
- COc1ccc(Cl)cc1S(=O)(=O)N1CCC(C(=O)NCCC2=CCCCC2)CC1
  10%	657	20	-0.2%
- CN(C(=O)c1ccc(-c2nn(C)c(=O)c3ccccc23)cc1)C1CCCCC1
  -4%	835	-40	-0.2%
- COc1ccc(C)cc1S(=O)(=O)N1CCCC(C(=O)NC2CC2)C1 (stereo not given)
  8%	692	2	0.9%[50 µM]
- CCCNC(=O)c1ccccc1NC(=O)C1=CSCCO1
  4%	720	5	0.2%
- Cc1ccc(NC(=O)CN(C)S(=O)(=O)c2cnc[nH]2)c(C)c1
  3%	689	17	0.3%
- COc1ccccc1N1CCN(C(=O)NCc2cccc(C(F)(F)F)c2)CC1
  -1%	819	42	0.3%
- Cc1ccc(CN(CC(=O)NC2CCCC2)C(=O)c2csnn2)cc1
  -2%	879	-3	-0.1%
